NadD block: inhibitors of Staphylococcus aureus NadD | purified NadD enzyme, colorimetric absorbance read-out | inhibition, % at 20 µM | hit rate 0.78% among 360,000; in the data active = inhibition above about 26%; note: some compounds past the cut are filed as inactive
Rin1-Abl PPI inh: inhibitors of human Rin1-Abl protein interaction; P00519+Q13671; TR-FRET Rin1/Abl binding, biochemical; inhibition, % at 7.35 µM; hit rate 0.4% among 360,000; in the data active = inhibition above about 5%, passing the limit was not always enough
CSN inh: CSN deneddylation inhibition | AID 651999 | hit rate 0.38% among 360,000 | Q92905 | Purified CSN, SCF-Nedd8-OG deneddylation, fluorescence polarization | inhibition, % at 12.5 µM;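 active = pattern-corrected inhibition above about 35%, with an unprinted fluorescence ratio check between 0.5 and 1.5, limit read from the data, passing the limit was not always enough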;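 note: 0% = enzyme with substrate and 100% = substrate without enzyme; some results filed as inactive read as strong as hits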
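Test system: purified human Csn5 enzyme expressed in HEK293T cells. Amount: 0.24 nM enzyme. Reagent: SCFSkp2-Nedd8OG substrate at 10 nM final. Schedule: 90 min incubation of compound, enzyme and substrate at room temperature. Detection: fluorescence polarization. Read-out: % inhibition of substrate cleavage by Csn5.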
SKN-1 block: blocks SKN-1 activity in C. elegans | C. elegans VP596 Pgst-4::GFP/RFP ratio, acrylamide-induced, 24 h | inhibition, % at 21.8 µM | hit rate 0.49% among 360,000;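 active = interference check ratio from 0.5 to 1.5 plus GFP to RFP signal ratio inhibition reaching or exceeding a fixed threshold, cut at about 30% in these data, passing the limit was not always enough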; note: some compounds called inactive have numbers as strong as hits
Rpn11 block: Rpn11 (human) deubiquitinase inhibition. O00487. human 26S proteasome, Ub4-pepOG fluorescence polarization; 20S core pre-blocked with epoxomicin. calls only at 20 µM. hit rate 0.59% among 360,000;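 active = inhibition at 20 µM, scaled to each plate's controls, above about 33%, limit read from the data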
Target sequence (O00487 whole entry, looked up): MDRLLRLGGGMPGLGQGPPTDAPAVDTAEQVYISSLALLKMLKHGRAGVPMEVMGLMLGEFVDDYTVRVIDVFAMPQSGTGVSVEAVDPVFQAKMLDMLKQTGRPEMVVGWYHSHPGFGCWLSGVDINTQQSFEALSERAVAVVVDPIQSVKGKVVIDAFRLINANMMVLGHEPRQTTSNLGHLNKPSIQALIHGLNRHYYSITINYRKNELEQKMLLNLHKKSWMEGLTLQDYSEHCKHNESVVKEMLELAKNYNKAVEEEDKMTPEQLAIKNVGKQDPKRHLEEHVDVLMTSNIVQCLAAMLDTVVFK
PABP1 MLLE inh: inhibitors of microRNA-mediated deadenylation, human PABP1 MLLE binding. P11940. GST-MLLE / FITC-PAM2 fluorescence polarization. inhibition, % at 20 µM. hit rate 0.36% among 360,000; in the data active = inhibition above about 35%, passing the limit was not always enough;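 note: plate controls were DMSO wells with GST-MLLE for no effect and wells lacking GST-MLLE protein for full effect; some results filed as inactive read as strong as hits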
Target sequence (P11940 whole entry, looked up): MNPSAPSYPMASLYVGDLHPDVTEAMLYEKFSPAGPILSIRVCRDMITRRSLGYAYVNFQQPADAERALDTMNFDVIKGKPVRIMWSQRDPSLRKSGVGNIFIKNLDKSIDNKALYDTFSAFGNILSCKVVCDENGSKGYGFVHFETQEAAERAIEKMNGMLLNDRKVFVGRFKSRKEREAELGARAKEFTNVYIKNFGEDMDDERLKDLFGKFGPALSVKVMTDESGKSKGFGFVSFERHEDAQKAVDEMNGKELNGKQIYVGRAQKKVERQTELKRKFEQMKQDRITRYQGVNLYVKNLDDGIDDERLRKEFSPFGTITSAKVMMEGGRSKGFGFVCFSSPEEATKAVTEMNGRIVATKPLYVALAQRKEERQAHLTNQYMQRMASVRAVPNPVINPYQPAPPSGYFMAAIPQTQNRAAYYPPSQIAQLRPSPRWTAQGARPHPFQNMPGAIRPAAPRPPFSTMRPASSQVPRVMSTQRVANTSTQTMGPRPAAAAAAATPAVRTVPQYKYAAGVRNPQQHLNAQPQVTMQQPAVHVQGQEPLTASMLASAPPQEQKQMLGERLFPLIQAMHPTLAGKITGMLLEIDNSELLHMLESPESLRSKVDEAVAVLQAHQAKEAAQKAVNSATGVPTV
MT1-MMP act inh: blocks activation of human MT1-MMP; HT1080 RFP-PRO-GFP cells, GFP/RFP ratio fluorescence, overnight; percent of plate control window, DMSO zero; GFP/RFP ratio change, % at 20 µM; AID 651647; hit rate 0.061% among 360,000;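 active = GFP/RFP ratio change of at least 30% with cell ATP level not reduced by more than half and red fluorescence within 50% of control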; note: strong numbers were not always called active
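Material: RFP-PRO-GFP reporter HT1080 cells. Dosing: single-point 20 µM compound, 1% DMSO. Controls: DMSO and RFP-L50D-GFP cell wells. Timing: cells overnight before dosing, compound overnight, 37 °C, 5% CO2. Measure: GFP/RFP fluorescence ratio.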
Neddylation inh: blocks human cullin neddylation | TR-FRET cullin neddylation, biochemical | hit rate 0.58% among 360,000 | AID 651699 | calls only at 25 µM; in the data active = inhibition above about 36%
FAS-TE inh: blocks the thioesterase domain of human fatty acid synthase. P49327. recombinant FAS-TE, OMFH fluorogenic substrate, fluorescence endpoint. inhibition, % at 15 µM. hit rate 0.67% among 360,000. AID 602261;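 active = compounds whose normalised, plate-corrected inhibition of enzyme fluorescence in the single-dose primary screen is 50% or more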;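 note: 0% = DMSO with enzyme and 100% = substrate without enzyme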
An asterisk follows results filed as active; i = inactive; nt = no result given.

Fields – NadD block | Rin1-Abl PPI inh | CSN inh | SKN-1 block | Rpn11 block | PABP1 MLLE inh | MT1-MMP act inh | Neddylation inh | FAS-TE inh
CC(=O)Nc1ccc(C(=O)n2cnc3cc(C)c(C)cc32)cc1
 : 16 | -1 | -4 | 12 | i | 15 | 4 | i | -1
CC1(C(=O)NS(=O)(=O)Cc2cccc(Cl)c2)CCN1C(=O)C/C=C/c1ccccc1 (stereo unspecified)
 : 0 | 1 | 2 | 0 | i | 0 | -4 | i | -9
CCCc1nnc(NC(=O)CCC(=O)NC2CCCCCC2)s1
 : -2 | 1 | 0 | 9 | i | -2 | -2 | i | -1
C=CCSc1nc(N)c(C(=O)Nc2ccccc2C)cc1C(N)=O
 : -2 | 0 | -4 | 14 | i | 4 | 2 | i | 7
COc1ccc([N+](=O)[O-])cc1NC(=O)CN(C)S(=O)(=O)c1ccccc1
 : -2 | -2 | 5 | -6 | i | -4 | 2 | i | 18
COc1ccc(NC(=O)Nc2cccc3c2O[C@H](CN(C)C(=O)Nc2ccc(OC)cc2)[C@@H](C)CN([C@H](C)CO)C3=O)cc1
 : -4 | 3 | -2 | -6 | i | -4 | 5 | i | 10
Cc1ccc(Cn2cc(CCC(=O)O)c3ccccc32)cc1
 : -4 | 1 | 0 | -1 | i | -9 | 5 | i | -5
COC(=O)c1ccccc1NC(=O)c1cccc(NC(=O)c2ccc(Br)o2)c1C
 : -5 | 1 | 3 | 12 | i | 0 | -3 | i | 18
CCOC(=O)Cc1csc(N/N=C/c2cccc([N+](=O)[O-])c2)n1
 : 1 | 0 | 5 | 8 | i | -16 | 2 | i | -1
CC1=NN(c2ccc(C(=O)O)c(N)c2)C(=O)C1
 : -3 | 12* | 16 | 6 | i | -1 | 6 | i | -7
O=C(NCC(c1ccco1)N1CCCC1)c1ccc(-n2cccn2)cc1 (stereo unspecified)
 : 0 | 2 | -1 | -13 | i | -1 | 3 | i | 0
Cc1cccc(C)c1NC(=O)CS(=O)CC(=O)Nc1ccc(N2CCOCC2)cc1 (stereo unspecified)
 : -3 | -1 | -1 | 5 | i | 9 | 0 | i | -6
COc1cc(OC)cc(-c2cc(NC(C)=O)n[nH]2)c1
 : -4 | 1 | 0 | 8 | i | 10 | 3 | i | -5
O=C(CCc1nc(-c2ccccc2)no1)NCc1cccnc1
 : -4 | 3 | 2 | -4 | i | 14 | 4 | i | -4
Cc1ccc(C)c(S(=O)(=O)N2CC(=O)N(CCc3ccccc3)C(=O)C2)c1
 : -8 | -4 | 0 | 6 | i | 4 | 3 | i | 28

Retrieved one by one from the list above (three):
Fields – NadD block | Rin1-Abl PPI inh | CSN inh | SKN-1 block | Rpn11 block | PABP1 MLLE inh | MT1-MMP act inh | Neddylation inh | FAS-TE inh
CC1=NN(c2ccc(C(=O)O)c(N)c2)C(=O)C1
 : -3 | 12* | 16 | 6 | i | -1 | 6 | i | -7
CCOC(=O)Cc1csc(N/N=C/c2cccc([N+](=O)[O-])c2)n1
 : 1 | 0 | 5 | 8 | i | -16 | 2 | i | -1
CC(=O)Nc1ccc(C(=O)n2cnc3cc(C)c(C)cc32)cc1
 : 16 | -1 | -4 | 12 | i | 15 | 4 | i | -1

Following part
Fields – NadD block | Rin1-Abl PPI inh | CSN inh | SKN-1 block | Rpn11 block | PABP1 MLLE inh | MT1-MMP act inh | Neddylation inh | FAS-TE inh
Cc1c(Cl)ccc2c(C(=O)O)cc(-c3ccccc3)nc12
 : -5 | 1 | 2 | 1 | i | 13 | -2 | i | 4
CCc1c(C)[nH]c2ccccc2c1=O
 : 4 | 3 | 3 | -2 | i | -6 | 1 | i | -2
Cc1ccc(S(=O)(=O)NC[C@H]2O[C@@H](n3cnc4c(N)ncnc43)[C@H](O)[C@@H]2O)s1
 : -2 | -3 | 2 | 8 | i | -12 | 5 | i | -3
Cn1cnnc1SCC(=O)Nc1ncc([N+](=O)[O-])s1
 : 9 | 1 | 23 | 5 | i | 8 | -10 | i | -3
CCOC(=O)C(NC(=O)c1cccc(Cl)c1)(OCc1ccc(F)cc1)C(F)(F)F (stereo unspecified)
 : -4 | -2 | -4 | -9 | i | 3 | -9 | i | 22
Cn1c(=O)c2cc(NC(=O)NCCc3cccs3)ccc2n1C/C=C/c1ccccc1
 : 6 | -3 | -9 | 7 | i | -8 | 7 | nt | 6
CCOc1ccccc1C(=O)N(C)Cc1cc2ccccc2[nH]c1=O
 : 2 | 0 | -3 | 4 | i | 4 | 2 | i | -7
Cc1nc2sc(C(c3ccc(C(C)C)cc3)N3CCN(CCO)CC3)c(O)n2n1 (stereo unspecified)
 : -2 | 5 | 3 | -20 | i | -8 | 0 | i | -8
Cc1cccc(C)c1NC(=O)N1C2CCC1CC(O)(c1cccnc1)C2 (stereo unspecified)
 : -6 | -6 | -8 | 1 | i | -5 | 0 | i | -7
CC1CCCC(C)N1C(=O)CSc1nnc(-c2cccs2)o1 (stereo unspecified)
 : -2 | 0 | 2 | -2 | i | -3 | 0 | i | -1
S=C(NCCc1ccccc1)Nc1ccc(Br)cc1
 : -5 | -3 | -10 | 8 | i | -19 | 11 | i | 18
CCC1(C)Cc2ccccc2-c2nc3n(c(=O)c21)CCS3 (stereo unspecified)
 : 0 | -9 | -4 | -2 | i | -43 | 6 | i | -1
CCN(C[C@H]1N[C@@](C)(C(=O)OC)[C@H]2C(=O)N(C)C(=O)[C@@H]12)C(=O)COC
 : 0 | 3 | 2 | -10 | i | 5 | 3 | i | -13
COc1ccccc1CC(=O)NC(=O)c1ccccc1O
 : 1 | 3 | -5 | -1 | i | 9 | -3 | i | -4
COc1ccc(/C=N/OCc2ccccc2C#N)c(OC)c1
 : -6 | -1 | -1 | 12 | i | 2 | -1 | i | 18
COc1ccc(CNC(=O)C(OC(=O)c2nsc(Cl)c2Cl)C(C)C)cc1 (stereo unspecified)
 : -2 | 3 | 0 | 9 | i | 0 | 3 | i | -2
CCN(CC(=O)NCc1ccc2c(c1)OCO2)S(=O)(=O)c1ccc(F)cc1
 : 1 | 2 | 3 | 10 | i | 5 | 1 | i | -2
CC(C)(C)OC(=O)C[C@H]1C/C=C\C[C@H](CC(=O)NCCO)C(=O)N[C@@H](Cc2ccccc2)COC1=O
 : 2 | 1 | 5 | 17 | i | -6 | -9 | i | -7
COc1cccc(NS(=O)(=O)c2ccc(-c3coc(C)n3)cc2)c1
 : -9 | -1 | 1 | -12 | i | -10 | 2 | i | 0
CCOc1ccc(Br)cc1-c1noc(-c2cccs2)n1
 : 1 | 0 | 0 | -2 | i | -2 | 2 | i | 26
COc1ccc(-n2c(-c3ccccc3)c[n+]3c2CCC3)cc1
 : -1 | -4 | -1 | -17 | i | -2 | -4 | i | -3
CC(SC(C)C(=O)NN=Cc1ccc(F)cc1)C(=O)NN=Cc1ccc(F)cc1 (stereo unspecified)
 : -5 | -1 | 3 | -6 | i | 6 | 0 | i | -4
Cn1ccc2cc(-c3csc(N4CCC(C(N)=O)CC4)n3)ccc21
 : -2 | -2 | 0 | 9 | i | 29 | 1 | i | -16
Cc1cc(C(=O)N/N=C2\CC(=O)c3ccccc32)c(C)n1-c1ccc(F)cc1
 : 31* | -1 | 0 | 6 | i | 9 | -17 | i | 7
Nc1cc(=O)[nH]c(SCC(=O)NNC(=O)c2ccccc2)n1
 : -3 | 1 | -2 | 6 | i | -1 | 6 | i | -8
COCCn1nnnc1CN1CCC(Cc2ccccc2)CC1
 : 1 | 3 | 5 | 15 | i | -9 | 7 | i | -6
CCCN1CC(O)=C(C#N)C1=O
 : -4 | -6 | -1 | -2 | i | 3 | 0 | i | 4
COc1ccc(S(=O)(=O)N2CCOCC2)cc1NC(=O)CCNC(=O)c1ccc(Cl)cc1
 : 0 | 3 | 2 | -6 | i | -19 | 2 | i | -3
CCCOc1cccc(C(=O)NC(=S)Nc2ccc(N3CCN(C)CC3)cc2)c1
 : -30 | 3 | -10 | 8 | i | 19 | 1 | i | 6
CC(C)C(=O)NC(=S)Nc1ccccc1F
 : -1 | -7 | 0 | 28 | i | 13 | -5 | i | -1
CC(C(=O)NCc1ccc(F)cc1)n1ccc2cc(S(=O)(=O)N3CCCC3)ccc21 (stereo unspecified)
 : -8 | 5 | -3 | -1 | i | -8 | 3 | i | 16
C=CCn1c(SCC(=O)c2ccc(CNC(C)=O)o2)nc2ccccc2c1=O
 : 0 | 4 | 4 | 9 | i | -40 | 2 | i | -4
O=C1/C(=C/c2cccc([N+](=O)[O-])c2)CCc2ccccc21
 : -4 | 1 | 10 | 3 | i | 0 | -1 | i | 22
COc1ccc(N(C(=O)CS(=O)CC(=O)Nc2ccc(F)cc2)C(C(=O)NC2CCCCC2)c2cccs2)cc1 (stereo unspecified)
 : 2 | 5 | -5 | 5 | i | 9 | 3 | i | -19
COc1ccc(C(=O)Nc2ccccc2-c2nnn(CC(N)=O)n2)cc1
 : 1 | -4 | 10 | 4 | i | 4 | -3 | i | 0
Cc1ccc(Cl)cc1NC(=O)c1cccc(OC(F)F)c1
 : -5 | -2 | 2 | 27 | i | 7 | -3 | i | 20
CCCn1nnc(NCc2ccc(OCc3cccs3)c(OC)c2)n1
 : -5 | -1 | 1 | 26 | i | -4 | 4 | i | -3
Cc1ccc(C)c(CN2C(=O)CSc3ccc(C(=O)NCC(C)CN4CCC(C)CC4)cc32)c1 (stereo unspecified)
 : -2 | 1 | 4 | 4 | i | 9 | 3 | i | 1
COC(=O)c1cn(Cc2c(C)cc(C)cc2C)nn1
 : -5 | 1 | 0 | -4 | i | 2 | -1 | i | -3
CSc1nc2ccc3nc(NC(=O)c4ccc(Cl)s4)sc3c2s1
 : -4 | 0 | -4 | -2 | i | -4 | 1 | i | -1
Cc1cccc(C)c1NC(=S)NC1CCCCC1
 : 4 | -2 | 3 | 5 | i | 13 | -6 | i | -6
CCN(CC)S(=O)(=O)c1cccc(C(=O)Oc2cccnc2)c1
 : -2 | 0 | 1 | -18 | i | 4 | -1 | i | -5
COc1ccc(C(=O)Nc2cccc(S(=O)(=O)N(C)C)c2)cc1S(=O)(=O)N1CCOCC1
 : 2 | 3 | 2 | -7 | i | -10 | -3 | i | 4
CC(C)C1(C)C(=O)N=C2c3ccccc3C(=O)N21 (stereo unspecified)
 : -7 | 3 | 1 | -22 | i | -14 | -11 | i | -7
Cc1ccc(C(=O)N/N=C\c2c(C)nn(-c3ccccc3)c2Cl)cn1
 : 1 | 1 | -6 | -7 | i | -2 | -6 | i | -7
CC1=CC(c2ccccc2)n2nc(N3C(=O)CCC3=O)nc2N1 (stereo unspecified)
 : 0 | 0 | -7 | -7 | i | 3 | 4 | nt | -5
CCC(Sc1nc2c(cnn2-c2ccccc2)c(=O)[nH]1)C(=O)OC (stereo unspecified)
 : -4 | -1 | -2 | 11 | i | -4 | 1 | i | -4
O=C(Cn1nc(C(F)(F)F)c2c1CCCC2)NCCN1CCOCC1
 : -2 | 3 | -4 | -11 | i | 11 | -4 | i | -11
CC(C)C[C@H]1CNC(=S)N1C[C@H]1CCCN1C[C@H](CC(C)C)N1C[C@H](Cc2ccc(O)cc2)N(CC2CCCCCC2)C1=S
 : 18 | 0 | -3 | 10 | i | 2 | -4 | i | -85
Cc1c(NC(=O)C2CC=CCC2C(=O)O)c(=O)n(-c2ccccc2)n1C (stereo unspecified)
 : -3 | 0 | 0 | 6 | i | 9 | 1 | i | -8

From PubChem
